# APJ agonist = agonists of human apelin receptor APJ, primary screen, CHO-K1 cells, PathHunter beta-arrestin, luminescence | P35414 | 0% DMSO wells, 100% apelin | activation, % at 20 µM | actives 0.11% (n = 330,000);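 active = activation more than six SD over the plate average, tested at 20 µM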;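 note: 0% = DMSO alone and 100% = apelin-13 at 10 nM; some results filed as inactive read as strong as hits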
# Target sequence (P35414 whole entry, looked up): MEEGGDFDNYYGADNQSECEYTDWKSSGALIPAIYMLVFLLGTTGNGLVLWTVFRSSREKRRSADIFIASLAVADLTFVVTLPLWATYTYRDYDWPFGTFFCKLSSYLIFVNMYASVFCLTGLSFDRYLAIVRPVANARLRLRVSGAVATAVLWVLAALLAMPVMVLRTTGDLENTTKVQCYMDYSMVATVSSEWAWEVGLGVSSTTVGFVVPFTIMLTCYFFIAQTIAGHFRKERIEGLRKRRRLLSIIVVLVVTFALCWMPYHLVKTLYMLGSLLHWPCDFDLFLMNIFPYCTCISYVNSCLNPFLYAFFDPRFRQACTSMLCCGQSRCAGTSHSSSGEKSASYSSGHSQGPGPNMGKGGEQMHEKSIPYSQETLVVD
#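 Test system: CHO-K1 APJ beta-arrestin complementation cell line | Compound: Single test compound dose, 20 µM final, 1% DMSO | Incubation: Compound 90 min 25 °C, reagent 1 h | Measured by: beta-gal luminescence | Read-out basis: APJ–arrestin association signal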
# APJ antag = antagonists of human apelin receptor APJ, primary screen, CHO-K1 cells, beta-arrestin complementation, luminescence; P35414; actives 0.32% (n = 330,000); inhibition, % at 20 µM;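 active = inhibition above about 40% at 20 µM, limit read from the data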;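 note: cells challenged with 10 nM apelin-13 agonist together with compound; plate controls were apelin-13 plus DMSO wells for no effect and DMSO wells lacking apelin-13 for full effect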
# Jurkat NFkB inh = inhibitors of induced NF-kB luciferase reporter, primary screen, TCR NF-kB activation inhibitor project, cell-based, luminescence, uHTS; actives 0.53% (n = 330,000); Jurkat, PMA/ionomycin-induced NF-kB luciferase reporter; inhibition, % at 4 µM; in the data active = inhibition above about 50%
# Mdm2-MdmX inh = inhibitors of human Mdm2-MdmX association, primary screen, cell-based, luminescence, split luciferase, SaOS-2, uHTS | SaOS-2 split-luciferase Mdm2/MdmX complementation | AID 485346, 2010 | Protein Mdm4 (Homo sapiens) + E3 ubiquitin-protein ligase Mdm2 (Homo sapiens), … | actives 3% (n = 330,000) | inhibition, % at 8 µM;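 active = inhibition of at least 50% at 8 µM in the primary screen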
# XBP1 UPR activ = activators of adaptive XBP1 UPR arm, primary screen, cell-based, CHO-XBP1 luciferase reporter, luminescence, uHTS | activation, % at 20 µM | AID 463104, 2010 | actives 0.33% (n = 330,000) | IRE1-XBP1 UPR activation; percent of tunicamycin response, DMSO as zero;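 active = versus positive control, 20 µM dose yields 30% or more activation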;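 note: 100% = tunicamycin at 10 µg/mL and 0% = DMSO only wells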
#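 Material: CHO-XBP1 cells stably carrying IRE1-XBP1-driven luciferase reporter / Amount: 1000 cells per well / Compound: 20 µM, 1% DMSO / Times: 6 h treatment, 37 °C / Detection: luciferase luminescence / Measure: % activation of reporter signal versus tunicamycin and DMSO controls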
# CHOP UPR activ = activators of apoptotic CHOP UPR arm, primary screen, cell-based, CHO-CHOP luciferase reporter, luminescence, uHTS | activation, % at 10 µM | UPR activation; percent of tunicamycin response over DMSO baseline | AID 449763, 2010 | actives 0.34% (n = 330,000);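 active = at 10 µM dose, activation of 40% or more, normalized to positive control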;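 note: 100% = tunicamycin at 10 µg/mL and 0% = DMSO alone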
#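 assay system = CHO CHOP reporter cells | amount = 500 CHO-CHOP cells per well | buffer or medium = F12 with 10% FBS | incubation = 16-18 h cell attachment, then 6 h compound exposure, 37 °C | detection = luminescence read with Steady-Glo | read-out = percent activation relative to tunicamycin control | controls = tunicamycin high control, DMSO low control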
# 697 NFkB inh = inhibitors of PMA/ionomycin-induced NF-kB reporter, 697 cells, primary screen, B-cell NF-kB inhibitor project, cell-based, luminescence, uHTS; 697 B-cell NF-kB luciferase reporter, 16 h; inhibition, % at 4 µM; actives 0.33% (n = 330,000); AID 435022, 2010; in the data active = inhibition above about 35%
# tim23-1 inh = growth inhibitors of tim23-1 mutant yeast, primary screen, luminescence, uHTS. S. cerevisiae tim23-1 growth, BacTiter-Glo luminescence, 24 h. inhibition, % at 20 µM. actives 1.3% (n = 330,000);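 active = growth inhibition of the mutant yeast at or above 50%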;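 note: temperature-sensitive mutant grown at 25 °C; plate controls were DMSO-treated mutant yeast for no effect and medium wells lacking yeast for full effect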
# * marks the source's active call; other numbers are inactive results.
SMILES,APJ agonist,APJ antag,Jurkat NFkB inh,Mdm2-MdmX inh,XBP1 UPR activ,CHOP UPR activ,697 NFkB inh,tim23-1 inh
COc1ccc(C2CC(c3ccccc3)=NN2C(=O)COC(=O)c2cccc(O)c2)cc1 (configuration not stated),-3.8,3.4,-9.2,54.9*,3.7,3.4,10.3,5.1
Cc1ccc(N(CCCCN2C(=O)c3ccccc3C2=O)C(=O)c2ccc(Cl)s2)cc1,4.1,-7.6,7.2,16.8,-3.3,-1.6,-17.2,15.4
O=C(CN1C(=O)NC2(CCCCC2)C1=O)N1CCc2ccccc2C1,-1.9,5.3,4.3,6.7,-2.9,-0.3,3.1,-0.9
CC(Cc1cccs1)NC(=O)Nc1ccc(F)cc1 (configuration not stated),-2.5,-2.8,-35.0,6.6,-0.8,1.6,-27.8,19.2
CC(NC(=O)c1ccccc1C(=O)O)c1ccc(-n2ccnc2)cc1 (configuration not stated),-0.1,0.9,-4.4,16.9,-4.4,1.7,-17.6,1.6
CCCCn1c(N)c(N(CCOC)C(=O)CSc2ccc([N+](=O)[O-])cc2)c(=O)[nH]c1=O,4.4,-4.7,2.1,-0.1,-4.1,0.8,0.9,12.0
C[n+]1c2n(c3ccccc31)N=C(c1ccc(Cl)cc1)CS2,-5.1,18.6,9.0,11.6,-0.7,-2.7,-15.9,38.1
CC(=O)Nc1ccc(Sc2ncccc2C(=O)Nc2ccc(F)cc2)cn1,4.6,5.6,-17.0,30.2,13.9,0.4,8.7,-1.6
N/C(=N\O)c1ccc(NC(=O)c2cccs2)cc1,1.2,22.0,-53.0,2.8,-1.5,1.7,-58.9,22.1
Cc1ccccc1C(=O)Nc1c(C(=O)N2CCCC2)cnn1-c1ccccc1,-3.7,20.0,12.9,7.7,-3.1,-1.5,12.2,6.8
COc1ccc(CN2CCNC(=O)C2CC(=O)NC2CCCCC2)c(OC)c1 (configuration not stated),0.0,-26.2,-6.7,6.6,-7.7,0.2,14.1,5.3
COc1ccc(CCc2nnc(CCC(=O)NCCc3ncccc3C)o2)cc1,-2.9,-0.9,-8.0,-17.5,5.0,5.7,4.2,7.0
O=C(COc1cccc2cccnc12)N/N=C/c1ccccc1O,11.0,-20.0,5.6,40.2,1.9,1.1,-1.3,-1.9
Cc1ccc2c(-c3csc(N)n3)c[nH]c2c1,-1.4,-22.6,-10.6,12.8,2.5,1.8,1.9,11.0
O=C(c1ccc(NS(=O)(=O)c2ccccc2)cc1)N1CCCC1,-5.2,7.8,-15.8,-1.9,-2.1,-2.2,15.5,14.8
CC(=O)NCCOc1cccc2ccccc12,-4.2,-20.5,-7.0,-14.5,-2.5,-0.2,18.1,15.6
CC(C)COc1ccc(C(=O)Nc2cc(S(=O)(=O)N3CCOCC3)ccc2N2CCCC2)cc1,-3.0,2.6,12.0,0.6,-1.9,-0.3,18.5,-1.1
O=C(COc1ccc(S(=O)(=O)N2CCCC2)cc1Cl)NCc1cccnc1,4.0,-2.7,4.9,13.2,-2.7,1.8,-14.3,14.8
CC1=NN(C(=O)c2ccoc2C)C(O)(C(F)(F)F)C1 (configuration not stated),1.6,12.6,-0.5,16.4,-2.1,3.9,21.0,-5.6
O=C(CSc1nc2ccc(S(=O)(=O)N3CCOCC3)cc2[nH]1)N1CCOCC1,15.5,3.8,2.8,-28.3,-1.8,0.5,-9.2,12.8
O=C1CC(c2cccc(Br)c2)c2cc3c(cc2N1)CCC3 (configuration not stated),-1.0,-9.1,54.0*,67.0*,2.6,1.0,-71.9,57.9*
CCN(CC(=O)Nc1ccc(C(=O)OC)cc1)C1CCCCC1,-1.8,-6.6,-1.5,11.6,-1.7,1.0,-40.3,3.9
C(=C\c1ccccc1)/C=N/Nc1ccc2nncn2n1,2.3,-20.1,-2.8,16.7,-0.1,1.6,-5.0,-9.1
COc1ccccc1CNC(=O)COC(=O)c1cc(S(=O)(=O)N2CCOCC2)ccc1Cl,0.4,8.4,3.7,2.7,1.1,-0.4,19.8,10.7
COc1ccc(-c2nc(C(N)=O)c3[nH]c(=O)n(-c4ccccc4OC)c3n2)c(OC)c1,-1.2,-5.7,27.3,2.5,11.6,0.5,3.9,12.5
O=C(Nc1ccc(N2CCCCCC2)cc1)c1cccc(S(=O)(=O)N2CCOCC2)c1,3.3,-5.9,3.0,-0.8,-1.3,0.3,-34.8,24.7
Cc1cc(C)c2[nH]c3nc(SCC(=O)O)nnc3c2c1,1.2,-16.2,-45.3,-16.0,-0.4,2.9,-50.2,19.9
Nn1c(COc2cccc(Br)c2)nnc1SCC(=O)NCC1CCCO1 (configuration not stated),-5.1,8.9,-4.4,-9.5,-1.8,0.8,15.9,12.5
O=C(Nc1cccc(-c2nnc(-c3ccco3)o2)c1)c1ccccc1,-2.5,-16.5,3.8,-18.7,-4.2,2.5,-52.3,30.2
O=C(N/N=C/c1ccc(-c2ccc(Br)cc2)o1)c1ccc2c(c1)OCO2,-1.8,-14.0,-19.1,-15.3,-2.4,-2.3,-12.5,-8.0

# Reformatted with two lines to a compound: 4 of the compounds above
# The line under a structure holds: APJ agonist, APJ antag, Jurkat NFkB inh, Mdm2-MdmX inh, XBP1 UPR activ, CHOP UPR activ, 697 NFkB inh, tim23-1 inh
O=C(COc1ccc(S(=O)(=O)N2CCCC2)cc1Cl)NCc1cccnc1
  4.0, -2.7, 4.9, 13.2, -2.7, 1.8, -14.3, 14.8
O=C(CSc1nc2ccc(S(=O)(=O)N3CCOCC3)cc2[nH]1)N1CCOCC1
  15.5, 3.8, 2.8, -28.3, -1.8, 0.5, -9.2, 12.8
C(=C\c1ccccc1)/C=N/Nc1ccc2nncn2n1
  2.3, -20.1, -2.8, 16.7, -0.1, 1.6, -5.0, -9.1
O=C(Nc1ccc(N2CCCCCC2)cc1)c1cccc(S(=O)(=O)N2CCOCC2)c1
  3.3, -5.9, 3.0, -0.8, -1.3, 0.3, -34.8, 24.7

# Other entries.
SMILES,APJ agonist,APJ antag,Jurkat NFkB inh,Mdm2-MdmX inh,XBP1 UPR activ,CHOP UPR activ,697 NFkB inh,tim23-1 inh
Cc1ccc2[nH]c3c(=O)n(CC(=O)NCCCN(C)Cc4ccccc4)ncc3c2c1,5.4,-0.9,5.3,36.8,-1.0,1.4,-1.1,12.8
O=C(COC(=O)CC1CCCC1)Nc1ccc(Cl)cc1,-2.7,16.5,5.8,9.7,2.5,-0.2,8.5,62.4*
Cc1c(/C=N/Nc2ccc(F)cc2)c(O)n(C)c(=O)c1C#N,-1.9,-2.9,2.2,-33.7,0.1,-1.3,-10.2,26.2
Cc1ccc(S(=O)(=O)N2CCCCC2)cc1NC(=O)COc1ccccc1,-4.7,13.7,-15.0,-2.6,0.8,0.2,-30.1,4.0
CN1C(=O)c2cccc3c(S(=O)(=O)Nc4ccc(O)c(C(=O)O)c4)ccc1c23,-1.4,1.3,15.6,-3.7,0.5,-0.2,3.3,-4.1
CN(C(=O)COC(=O)c1ccccc1NCc1ccco1)c1c(N)n(Cc2ccccc2)c(=O)[nH]c1=O,-5.2,10.7,-5.3,33.8,-2.6,-0.1,19.1,14.1
COCCNC(=O)CN(C(=O)CCC(=O)Nc1ccccn1)c1ccc(C)c(C)c1,2.2,0.7,-17.1,5.0,-5.7,0.9,-25.0,-5.9
Cc1ccc(-c2nnc(SCC(=O)Nc3nccs3)n2N)cc1,-2.6,24.9,2.0,-41.8,-2.1,-0.5,11.4,10.0
Cc1ccc(S(=O)(=O)N(C)C)cc1NC(=S)NC(C)CCCC(C)C (configuration not stated),-2.1,-20.6,-7.2,-22.7,-3.4,-0.8,2.2,19.4
CCOc1ccccc1OCC(=O)NN=C1CCCC(=O)C1,0.4,-5.5,4.4,2.2,4.8,-0.7,6.7,8.6
CCCS(=O)(=O)N1CCCC(C(=O)NCCCOCC)C1 (configuration not stated),-0.9,-8.6,6.0,3.0,-3.5,-2.1,-5.1,11.3
CC(=O)c1cccc(NC(=O)CSc2nc(N3CCOCC3)nc(N3CCOCC3)n2)c1,-4.5,6.2,1.6,12.4,-2.6,-2.0,13.9,-0.6
COCC(=O)Nc1nnc(C2CCCCC2)s1,-5.6,-14.6,-17.9,-2.5,0.9,3.9,-14.0,9.2
Cc1sc(N/N=C/c2cccnc2)nc1-c1ccccc1,4.8,-0.6,-67.3,59.2*,7.8,9.8,-176.3,33.3
CC(C)CCC(CCN1CCOCC1)c1ccc2c(c1)OCO2 (configuration not stated),-4.9,-4.1,1.5,11.8,-2.8,-3.1,-15.3,15.1
C=CCn1c(SCC(=O)NC2CCCC2)nc2c([nH]c3ccccc32)c1=O,-5.9,-7.8,-3.1,19.8,-3.9,2.0,19.8,0.6
O=c1cn[nH]c2ccccc12,-3.6,10.9,7.7,-28.6,0.1,0.3,10.0,10.8
CCN(CC)CCOc1ccc(/C(=C(/Cl)c2ccccc2)c2ccccc2)cc1,-3.4,1.0,-7.4,68.7*,-0.2,1.9,-9.3,30.3
CCOC(=O)CSc1nc2ccc(C)cc2cc1C#N,5.8,-25.8,-146.6,-157.1,-2.9,4.8,-110.4,-3.3
CN(C)C(=S)Nc1ccc2ccccc2c1,-5.5,3.7,14.5,-44.8,2.5,0.5,2.6,5.7
COc1ccc2c(c1)Cc1sc(NC(=O)c3cccs3)nc1-2,-0.3,-6.0,7.7,-86.5,-1.2,4.7,16.2,22.7
CN(C)CCNc1nc(-c2ccccc2)nnc1C(F)(F)F,-4.0,-12.2,1.6,-22.2,-1.5,0.4,-28.1,-2.0
COc1ccc(-c2ccc3oc(-c4ccc(OC)cc4)c(C#CC4(O)CCCCC4)c3c2)cc1,-1.6,3.8,3.7,70.4*,-2.2,-0.4,2.2,3.4
Cc1cc(C)c(C(=O)OCC(=O)NCc2cccs2)c(C)c1,0.3,-27.9,-24.4,-19.5,0.8,0.1,-13.4,7.8
C(=N\N1CCN(Cc2cccc3ccccc23)CC1)/c1ccco1,0.0,-4.2,12.6,2.8,1.1,-4.0,-10.8,12.8
COc1ccc(-c2cc(C(=O)NCCCn3ccnc3)c3ccccc3n2)c(OC)c1,-3.1,-2.3,-14.5,0.9,-5.7,-0.8,10.4,12.7
O=C(Cn1ncc2c([nH]c3ccccc32)c1=O)N1CCN(c2ccc(F)cc2)CC1,-0.9,-14.8,6.1,4.1,-5.2,0.6,-12.3,12.3
N#Cc1cccc(NC(=O)CC2CCCCC2)c1,-1.3,7.1,3.7,16.5,-1.1,-0.9,-4.1,28.0
C=CCSc1ncc(CO)n1Cc1ccccc1,-2.0,2.3,9.0,10.9,-3.2,0.3,1.5,6.2
CCOC(=O)c1c(NC(=O)C2C3C=CC(C3)C2C(=O)O)sc2c1CCC(CC)C2 (configuration not stated),-4.4,10.5,-0.7,-13.9,-1.8,-0.3,-12.1,22.1
CCN1CCCC1CNC(=O)c1cc(COc2ccc(C)c(C)c2)on1 (configuration not stated),-5.0,10.8,-40.1,-11.4,1.5,3.9,-56.0,-25.5
Cc1ccc(CN2CC(C(=O)Nc3ncc(C)s3)CC2=O)cc1 (configuration not stated),4.5,14.3,3.8,60.7*,-0.7,1.3,-0.9,14.1
Cc1cccc(-n2cnc3sc(C)c(C)c3c2=O)c1,-2.0,21.8,11.5,13.4,0.2,1.7,-11.2,23.5

# Screening data deposited in PubChem by Sanford-Burnham Center for Chemical Genomics.
